High-throughput results: PubChem, The Scripps Research Institute Molecular Screening Center
M1 PAM: potentiates human M1 receptor response to acetylcholine | CHO-K1 hM1, Fluo-8 calcium fluorescence, ACh EC20; 0% = ACh EC20, 100% = maximal ACh | activation, % at 3 µM | 360,000 compounds, 0.088% hits | AID 588819; in the data active = activation above about 19%, passing the limit was not always enough
M1 ag: human M1 muscarinic receptor agonism; P11229; CHO-K1 hM1, Fluo-8 calcium fluorescence, agonist mode; 0% DMSO, 100% acetylcholine EC100; activation, % at 3 µM; 360,000 compounds, 0.33% hits; AID 588814;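 active = activation above the run's mean compound activation plus 3 SD, cut at about 16% in these data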;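 note: peak over basal fluorescence ratio within a 140 s kinetic read after compound addition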
CHRM5 PAM: positive allosteric modulators of human muscarinic M5 receptor; CHO-K1 hM5, Fluo-8 calcium, ACh EC20 PAM; 0% = ACh EC20, 100% = ACh EC100; activation, % at 3 µM; 360,000 compounds, 0.3% hits; AID 624038;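 active = activation above the run cutoff, the mean activation of all test compounds plus 3 SD, cut at about 18% in these data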
Target sequence (P08912 whole entry, looked up): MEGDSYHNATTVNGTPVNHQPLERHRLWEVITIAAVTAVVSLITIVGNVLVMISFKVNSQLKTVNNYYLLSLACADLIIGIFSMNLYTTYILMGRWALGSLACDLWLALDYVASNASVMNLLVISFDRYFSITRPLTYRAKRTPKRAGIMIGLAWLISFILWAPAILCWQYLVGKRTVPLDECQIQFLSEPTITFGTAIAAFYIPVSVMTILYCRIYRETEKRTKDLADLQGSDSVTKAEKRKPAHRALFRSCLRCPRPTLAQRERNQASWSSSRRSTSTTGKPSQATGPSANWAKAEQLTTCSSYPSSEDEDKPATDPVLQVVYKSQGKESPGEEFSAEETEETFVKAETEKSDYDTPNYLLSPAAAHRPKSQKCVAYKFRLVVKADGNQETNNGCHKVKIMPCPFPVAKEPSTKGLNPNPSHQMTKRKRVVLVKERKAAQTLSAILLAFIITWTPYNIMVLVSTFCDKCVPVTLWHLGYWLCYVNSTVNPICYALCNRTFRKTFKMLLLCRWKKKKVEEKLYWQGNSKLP
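System: CHO-K1 hM5 cells. Reagent: acetylcholine, EC20 level. Compound dosing: single dose, 3 µM nominal final test concentration. Timing: Post-acetylcholine fluorescence recording 140 s. Detection: Fluo-8 calcium fluorescence. Read-out: % activation, ACh-normalized. Benchmarks: ACh EC20 and EC100 wells. Repeats: singlicate, one well per test compound.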
CHRM4 agonist: agonists of human muscarinic M4 receptor (CHRM4) | activation, % at 3 µM | CHO-K1 hM4/Gqi5, Fluo-8 calcium fluorescence; vehicle 0%, full acetylcholine response 100% | 360,000 compounds, 0.14% hits | P08173 | AID 624127;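 active = activation above the run mean over all test wells plus 3 SD, cut at about 32% in these data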;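 note: peak over basal fluorescence ratio per well then scaled between controls; 0% = DMSO wells and 100% = acetylcholine at EC100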
Target sequence (P08173 whole entry, looked up): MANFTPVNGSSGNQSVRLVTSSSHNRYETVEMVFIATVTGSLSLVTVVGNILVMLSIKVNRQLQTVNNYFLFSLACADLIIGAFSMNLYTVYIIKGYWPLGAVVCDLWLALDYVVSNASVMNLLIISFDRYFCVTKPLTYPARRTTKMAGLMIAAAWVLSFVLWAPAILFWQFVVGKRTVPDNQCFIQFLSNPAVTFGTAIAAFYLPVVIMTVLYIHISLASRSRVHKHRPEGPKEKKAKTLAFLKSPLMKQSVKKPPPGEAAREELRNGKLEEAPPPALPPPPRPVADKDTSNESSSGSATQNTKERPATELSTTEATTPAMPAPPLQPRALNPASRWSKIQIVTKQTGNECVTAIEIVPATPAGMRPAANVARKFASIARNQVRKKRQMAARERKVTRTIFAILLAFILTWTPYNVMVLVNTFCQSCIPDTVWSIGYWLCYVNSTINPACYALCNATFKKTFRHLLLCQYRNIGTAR
CHRM5 antagonist: antagonists of human muscarinic M5 receptor (CHRM5). P08912. CHO-hM5 cells, Fluo-8 calcium fluorescence, ACh EC80. inhibition, % at 3 µM. 360,000 compounds, 0.59% hits;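 active = inhibition above a per-plate cutoff, the mean of that plate's test compounds plus 3 SD, cut at about 27% in these data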;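 note: 0% = acetylcholine EC80 with DMSO and 100% = DMSO without agonist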
TAAR1 agonist: agonists of human TAAR1; Q96RJ0; CHO RD-HGA16 TAAR1, Fluo-8 calcium fluorescence; vehicle wells 0%, saturating PEA agonist 100%; activation, % at 3 µM; 360,000 compounds, 0.99% hits;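 active = activation above the mean activation of all test compounds in the run plus 3 SD, cut at about 38% in these data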
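Test system: RD-HGA16 (CHO) cells co-expressing Gα16 and hTAAR1 / Benchmarks: DMSO vehicle as 0%, PEA at EC100 as 100% / Repeats: no replicates (n 1) / Measure: % activation from peak over basal fluorescence ratio, DMSO-to-PEA scaled / Timing: 17-24 h plating, Fluo-8 75 min 37 °C, 30 min RT / Technique: kinetic Fluo-8 calcium fluorescence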
M4 antag: blocks acetylcholine activation of human M4 receptor | CHO-hM4 cells, ACh EC80, Fluo-8 calcium fluorescence | inhibition, % at 3 µM | 360,000 compounds, 0.73% hits | AID 624125;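 active = inhibition above its plate's cutoff, the mean inhibition of sample wells plus 3 SD, cut at about 27% in these data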;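 note: 0% = acetylcholine EC80 with DMSO and 100% = DMSO without agonist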
CHRM5 agonist: agonists of human muscarinic M5 receptor (CHRM5); P08912; CHO-K1 hM5 cells, Fluo-8 calcium fluorescence; 0% DMSO wells, 100% maximal acetylcholine response; activation, % at 3 µM; 360,000 compounds, 0.19% hits; AID 624037;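 active = activation above the run's mean over test compounds plus 3 SD, cut at about 23% in these data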;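 note: signal is peak over basal fluorescence ratio across the kinetic read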
M1 antag: blocks human M1 muscarinic receptor. inhibition, % at 3 µM. 360,000 compounds, 1.3% hits. AID 588852. CHO-K1 hM1, Fluo-8 calcium fluorescence, ACh EC80 antagonist. P11229;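 active = percent inhibition above its own plate's cutoff, namely the mean of that plate's compound wells plus 3 SD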;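 note: peak over basal fluorescence ratio during 140 s after agonist addition; 0% = ACh EC80 plus DMSO and 100% = DMSO alone without agonist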
Starred values were filed as active, the others as inactive.

Order of values – CHRM5 agonist, CHRM4 agonist, M1 antag, M4 antag, CHRM5 antagonist, TAAR1 agonist, M1 ag, CHRM5 PAM, M1 PAM
CCOC(=O)N1CCC(C(=O)Nc2ccc(OCC)cc2)CC1
→ 0, 0, -4, 2, -1, 0, -1, -2, 1
O=C(O)CSCc1cnn(-c2ccccc2)c1-n1cccc1
→ 1, 1, -16, -1, -4, 3, -1, -2, 8
Cc1oncc1C(=O)NC(C)C
→ -1, 0, 9, 1, -2, 3, -4, 5, -2
CC(Sc1nnc(-c2ccco2)n1N)C(=O)NCC1CCCO1 (centres undefined)
→ 4, 0, 0, -8, 5, -1, 5, 7, 9
O=C(NCCS(=O)(=O)N1CCN(c2cccc(Cl)c2)CC1)C1CCCC1
→ 5, 12, -1, -7, -6, 2, 0, 0, 3
Fc1ccc(CN2CCN(c3ncnc4scc(-c5ccc(F)cc5)c34)CC2)cc1
→ -6, 7, 11, -4, 11, 3, -1, -6, -5
CCS(=O)(=O)N1CCC(C(=O)Nc2cc(C)ccc2O)CC1
→ 2, 0, -12, 2, -3, 0, -4, -3, 2
Cc1cc(NC(=O)COC(=O)COc2ccc(Cl)cc2C)c([N+](=O)[O-])cc1C
→ -4, 1, -11, -7, -2, 0, -8, 5, 1
NC(N)=NC1=NC(=O)C(Cc2ccccc2)S1 (centres undefined)
→ -1, 0, -17, 2, 2, 3, -3, 2, 8
CCNC(=O)COC(=O)C1CCN(S(=O)(=O)c2ccc3c(c2)OCCO3)CC1
→ 1, 1, -3, -4, 5, 3, -2, 2, 7
C=CCNC(=O)c1sc(SC)cc1-c1ccc(Cl)cc1
→ -11, 0, -7, 3, 9, 4, -4, -4, -6
Cc1ccnc(NC(=O)CCS(=O)(=O)c2ccccc2)c1
→ -2, 1, -16, -18, 6, -2, -3, -2, 8
Cc1ccc(NC(=O)C(=O)Nc2ccc(C)cn2)nc1
→ 1, 0, 2, -1, -3, -1, -7, -1, -3
O=C(CSc1nnc(NCc2ccccc2)s1)N1CCOCC1
→ 1, 0, -2, 2, -5, 6, -5, 3, 3
O=C(NCCc1cccc(Cl)c1)c1cccnc1
→ -6, 0, 3, 9, 10, 21, -5, -4, -2
CC(C)Cn1c(SC(C)C(=O)Nc2ccc(N3CCOCC3)cc2)nc2ccccc21 (centres undefined)
→ -3, 6, -3, -10, 15, 2, -9, -13, -2
OC(c1ccc(F)cc1)c1nc(-c2cncnc2)cs1 (centres undefined)
→ 1, 1, -13, 0, 1, 1, 0, -4, 15
CC1(C)CC(=O)C2=C(C1)OC(N)=C([N+](=O)[O-])C2c1ccc(C#N)s1 (centres undefined)
→ -5, 1, -8, -4, 0, 1, -7, 6, 3
Cc1ccc(C(=O)OCC(=O)NN2C(=O)NC3(CCC(C)CC3)C2=O)cc1 (centres undefined)
→ -3, -1, -12, -8, 3, 1, -2, 0, 11
CC1CCN(Cc2c(C(=O)N/N=C/c3cc(Br)ccc3O)nnn2-c2nonc2N)CC1
→ -3, -1, -20, 1, -11, 4, 0, 10, 7
Cc1cc(N2CCN(c3nc(-c4ccccc4)cs3)CC2)c2ccccc2n1
→ 6, 1, -5, 1, 9, 4, -4, 0, 3
O=C(C1=C(O)C(=O)N(c2nc3ccc(Cl)cc3s2)C1c1ccco1)c1ccco1 (centres undefined)
→ 1, 2, 1, -15, 0, 8, -4, 9, 5
O=C(Nc1cccc([N+](=O)[O-])c1)c1ccc2c(c1)OCO2
→ -2, 4, 10, 2, -4, 3, -4, -5, -4
CCOC(=O)N1CCN(C(=O)Cc2cccc3ccccc23)CC1
→ 2, 0, 7, -3, -4, 4, -4, 2, 0
CCCc1cc(=O)[nH]c2nnc(SCC(=O)NCc3ccc4c(c3)OCO4)n12
→ -4, 0, -12, -5, 8, 0, -3, 5, 10
COc1cc(NS(=O)(=O)c2ccc(NC(=S)NC(=O)c3ccc(F)c(F)c3)cc2)nc(OC)n1
→ -3, 1, 0, -6, -2, 0, -4, 6, 4
O=C(CN(C(=O)CSc1nc2ccccc2o1)c1cccc(F)c1)NC1CCCCC1
→ 1, 1, -29, -5, 9, 0, -4, -5, 7
Cc1ccc(-n2c(SCC(=O)NCc3cccs3)nnc2-c2ccoc2C)cc1
→ -11, 0, -17, 3, -2, 0, -5, 10, -1
COc1cc(CNc2ccc3c(c2)CCC3)cc(OC)c1O
→ 1, 1, -14, 9, 5, 8, -3, 0, 13
COC(=O)Nc1c(-c2ccccc2)nc2ccc(C)cn12
→ -2, 1, -3, 2, 3, 7, -3, -3, 3

Shown as tab-separated lines: part of the list above
molecule	CHRM5 agonist	CHRM4 agonist	M1 antag	M4 antag	CHRM5 antagonist	TAAR1 agonist	M1 ag	CHRM5 PAM	M1 PAM
O=C(NCCS(=O)(=O)N1CCN(c2cccc(Cl)c2)CC1)C1CCCC1	5	12	-1	-7	-6	2	0	0	3
Fc1ccc(CN2CCN(c3ncnc4scc(-c5ccc(F)cc5)c34)CC2)cc1	-6	7	11	-4	11	3	-1	-6	-5
CCS(=O)(=O)N1CCC(C(=O)Nc2cc(C)ccc2O)CC1	2	0	-12	2	-3	0	-4	-3	2
Cc1cc(NC(=O)COC(=O)COc2ccc(Cl)cc2C)c([N+](=O)[O-])cc1C	-4	1	-11	-7	-2	0	-8	5	1
NC(N)=NC1=NC(=O)C(Cc2ccccc2)S1 (centres undefined)	-1	0	-17	2	2	3	-3	2	8

Next section.
Order of values – CHRM5 agonist, CHRM4 agonist, M1 antag, M4 antag, CHRM5 antagonist, TAAR1 agonist, M1 ag, CHRM5 PAM, M1 PAM
CC(C)(C)c1ccc(-c2nc3cc(N)ccc3o2)cc1
→ 7, 1, -4, -7, -7, 5, 3, 10, 10
CON(C)S(=O)(=O)c1ccc2c(c1)NC(=O)C1CCCN21 (centres undefined)
→ -2, 0, -7, -6, 3, 5, -3, -7, 1
Cc1onc(-c2ccccc2)c1C(=O)NCCc1ccc(S(N)(=O)=O)cc1
→ 1, 2, 7, -5, 1, 8, -2, -4, -1
O=c1[nH]c(SCc2ccccc2F)nc2ccccc12
→ -4, 4, -1, -10, -2, 15, -10, -7, -8
CC(=O)N1CCN(c2ccc(NC(=O)c3ccco3)cc2)CC1
→ -2, 0, 2, 0, 3, 1, -3, 3, 3
Nc1ccc(Br)cc1C(=O)O
→ 1, 1, 1, 0, 7, 0, 1, -6, 10
CCOC(=O)c1c(C)[nH]c2c1cc(O)c1ccccc12
→ 0, -1, -6, 11, 0, 5, -9, -2, 3
CSCC(=O)N1CCC(n2nccc2NC(=O)CCCc2ccccc2)CC1
→ -3, 1, 20, 6, -7, 1, -3, -3, -1
Cc1ccc2[nH]c(=O)c(CN(CC3CCCO3)S(=O)(=O)c3c(C)ccc4nsnc34)cc2c1 (centres undefined)
→ 2, 4, -7, 5, 7, 10, -2, -3, 5
Cc1ccc(C)c(S(=O)(=O)N2C(=S)NC(=O)C2CC(C)C)c1 (centres undefined)
→ -9, 0, -14, 1, 3, 7, -6, 1, 5
CC(=O)c1ccc(CC2SC(N)=NC2=O)cc1 (centres undefined)
→ -2, 1, -6, 1, 18, -1, -1, 1, 2
CCOc1ccc(-c2ccc(SCC(=O)N3CCOCC3)nn2)cc1
→ -4, 5, -5, 1, 5, 0, -5, 3, 6
COc1ccc(S(=O)(=O)N2CCC(C(=O)N(C)Cc3ccc(C)o3)CC2)cc1OC
→ 0, 1, -8, -14, 6, 0, -3, 2, 5
Cc1ccc(C(=O)Nc2ccc(Cl)cc2C)c(Cl)c1
→ -5, 0, -8, -5, 8, 1, -7, 2, 4
CN(C)/C=C/C(=O)c1ccc(Cl)cc1Cl
→ 2, 2, -11, -11, -5, 3, -3, 3, 5
COc1ccc(OC)c(C2CC(=O)N3CN(c4cccc(Cl)c4C)CSC3=C2C#N)c1 (centres undefined)
→ 1, 1, -14, -6, -4, 1, -3, -5, 4
O=C(Nc1cccc2ccccc12)/C(=C/c1ccc([N+](=O)[O-])cc1)NC(=O)c1ccccc1
→ 0, 4, 9, -1, 9, 10, -2, -5, -7
O=C(O)CCCCCCC1C(=O)NC(=O)N1CCC(O)C1CCCCC1 (centres undefined)
→ 1, 1, -32, -1, 0, 2, 0, 5, 7
C=C(C)c1cccc(C(C)(C)NC(=O)Nc2nnc(C(C)C)s2)c1
→ 4, -1, -11, -13, 10, -2, -4, -5, 17
N#Cc1ccc(CN2CCN(C(=O)CC(NC(=O)c3ccccc3)c3ccccc3)CC2)cc1 (centres undefined)
→ 1, 3, 6, 9, 10, 4, 1, 0, -4
Cc1ccc(NC(=O)COC(=O)c2sccc2C)cc1S(=O)(=O)N1CCOCC1
→ 2, 5, 2, -13, -1, 8, -5, -4, -1
CS(=O)(=O)c1ccccc1C(=O)Nc1ccccc1Cc1ccccc1
→ -2, 1, -12, -14, 5, 5, -1, 2, 14
Cc1cc2nc(N)sc2cc1C
→ -3, 1, -10, -1, -4, 2, -3, 6, 5
Cc1cc(C)cc(OCc2nc(-c3cccnc3)no2)c1
→ -2, 2, -5, -4, 1, 3, -1, -1, 3
CCOc1ccc(Cl)cc1C(c1c(C)[nH][nH]c1=O)c1c(C)[nH][nH]c1=O
→ 0, 2, 2, -1, -4, 1, -3, 1, 4
Cc1ccc(-c2cc(C(F)F)n3ncc(C(=O)Nc4c(C)nn(Cc5c(Cl)cccc5Cl)c4C)c3n2)cc1
→ 0, 0, -18, 5, -12, 10, -2, 8, 2
CCOc1ccc(N(CC(=O)NN=C2CCN(C)CC2)S(=O)(=O)c2ccc(Br)cc2)cc1
→ -4, 0, -10, -4, 5, 3, -2, 7, 6
COc1ccccc1CNC(=O)c1cc(C)nc2ccccc12
→ -2, 6, -8, 5, -1, 0, -9, 3, 6

The list is partial (hit frequency here may not be typical).
